Screens: PubChem, National Center for Advancing Translational Sciences (NCATS)
FLuc modulator – firefly luciferase modulation, counter-screen for miR-21 project; P08659; purified FLuc, Km substrates, luminescence inhibition; Potency, µM (series often up to 57.5 µM), for inactives: at the highest dose activity change, negative = inhibition, hits mostly inhibitors; 360,000 tested, 6.9% active; active = well fitted inhibition curve with a large enough effect; inconclusive = small, poorly fitted or top-dose-only effect;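 also: plate controls were vehicle for no effect and reference inhibitor for full effect; nearly all actives have a fitted effect of over 55% in size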
Target sequence (P08659 whole entry, looked up): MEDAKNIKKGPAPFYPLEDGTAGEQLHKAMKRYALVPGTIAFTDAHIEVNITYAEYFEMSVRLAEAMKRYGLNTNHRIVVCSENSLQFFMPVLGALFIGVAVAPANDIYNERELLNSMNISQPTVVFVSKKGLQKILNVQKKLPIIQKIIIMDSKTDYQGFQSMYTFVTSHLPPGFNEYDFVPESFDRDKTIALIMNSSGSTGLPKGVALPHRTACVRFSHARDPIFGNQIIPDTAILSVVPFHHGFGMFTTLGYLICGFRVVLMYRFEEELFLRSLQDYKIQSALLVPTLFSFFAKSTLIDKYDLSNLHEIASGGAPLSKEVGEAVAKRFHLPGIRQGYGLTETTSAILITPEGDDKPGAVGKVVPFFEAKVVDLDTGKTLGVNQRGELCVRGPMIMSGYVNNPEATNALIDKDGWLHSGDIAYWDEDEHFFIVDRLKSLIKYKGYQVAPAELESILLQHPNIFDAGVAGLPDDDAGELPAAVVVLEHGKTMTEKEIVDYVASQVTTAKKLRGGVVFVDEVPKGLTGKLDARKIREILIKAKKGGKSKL
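Biochemical qHTS of compounds, final roughly 60 µM downward over six points, against 10 nM purified firefly luciferase using Km concentrations of substrates (10 uM D-luciferin, 10 uM ATP) in Tris acetate pH 7.5 buffer; luminescence output.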
* = called active by the depositor; ? = inconclusive. Potency is read from the fitted curve at half-maximal effect.

SMILES	FLuc modulator
FC(F)(F)c1cc(Nc2nc3ccccc3c3nncn23)ccc1Cl	-12%
COc1cccc(C(=O)Nc2ccccc2-c2nnc(-c3cccc(OC)c3)o2)c1	2.7µM*
Cc1ccc(-n2nc(C(=O)NCCN(C)C)c(=O)n(C)c2=O)cc1	3%
Cc1cc(C)c(NC(=O)CCN2CCCCC2)c(C)c1	0%
COc1ccc(C(=O)Nc2cccc(-c3cn4ccsc4n3)c2)cc1OC	3.4µM*
N#Cc1ccccc1NC(=O)C(=O)NCC(c1ccc2c(c1)OCO2)N1CCN(c2ccccc2)CC1 (configuration not stated)	4%
CC1CCN(c2cc3c(cc2F)c(=O)c(S(=O)(=O)c2ccc(Cl)cc2)cn3C)CC1	-5%
Cn1cc(C(=O)NCCc2ccccc2)c(=O)c2cc(S(=O)(=O)N3CCCCC3)ccc21	-2%
CCc1cccc(C)c1NC(=O)CSc1nc2c(c(=O)[nH]1)CCC2	-5%
Cc1ccc(-n2c(=O)c3c(c4cc(C)ccc4n3C)n(CC(=O)Nc3cc(C)cc(C)c3)c2=O)cc1	0%
COc1ccc(OC)c(NC(=O)c2cc(C3CC3)nc3c2c(C)nn3-c2ccc(C)cc2)c1	2%
CCOC(=O)c1c(-c2ccc(C)cc2)csc1NC(=O)c1cc(-c2ccc(OC)cc2)on1	-7%
O=C(/C=C/c1ccccc1)Nc1cc(-c2nc3ccccc3o2)ccc1Cl	-18%
Cc1ccc(NC(=O)[C@@H](c2ccccc2)N2Cc3ccccc3C2=O)cc1F	-9%
Cc1ccc(Cl)cc1NC(=O)c1ccc2snnc2c1	-2%
CCN(CC)CCCNC(=O)Cn1nc(N2CCN(c3ccccc3OC)CC2)ccc1=O	0%
COc1ccc(CNC(=O)Cc2c(C)c3c(cc(C)c4c(C)c(C)oc43)oc2=O)cc1OC	6%
CC(C)c1ccc(NC(=O)N2CCN(c3ccc(Cl)c(Cl)c3)CC2)cc1	-9%
CCOc1ccc(CNC(=O)c2sc3nc(C)cc(C)c3c2-n2cccc2)cc1	-3%
Cc1ccc(CCNC(=O)c2sc3nc4n(c(=O)c3c2C)CCCC4)cc1	-8%
COc1ccc(NC(=O)Cn2c(=O)c3cccn3c3ccccc32)cc1Cl	-17%
CCOC(=O)c1c(NC(=O)c2ccc(Br)cc2)sc2c1CCCC2	-13%
COc1ccc(S(=O)(=O)c2nnn(-c3ccc(C)c(Cl)c3)c2C)cc1	-13%
COC(=O)CN1C(=O)CSc2ccc(S(=O)(=O)Nc3cccc(Br)c3)cc21	?
O=[N+]([O-])c1ccc(O)c(-c2ccnc3cc(-c4ccccc4)nn23)c1	?
CCOc1ccccc1N(CC)C(=O)c1cc2ccc3cccnc3c2[nH]1	?
COc1cc(CN(C(=O)Nc2ccccc2)c2ccccn2)cc(OC)c1OC	-10%
COc1ccc(CNC(=O)Cn2nc3c(cc2=O)CCCC3)cc1	-1%
COc1ccc(Br)cc1CNC(=O)Cn1c(=O)c2cccn2c2ccc(F)cc21	-6%
Cc1cc(F)ccc1S(=O)(=O)NCC(c1ccco1)S(=O)(=O)c1cccs1 (configuration not stated)	1%
COc1ccc(CNC(=O)c2ccc3c(O)c(S(=O)(=O)c4ccccc4)c(=O)[nH]c3c2)cc1	?
Cc1ccc(C)c(Cn2c(SCC(=O)NCc3ccccc3)nc3ccccc32)c1	0%
Cn1nc(-c2ccccc2F)c2cc(C(=O)N3CCN(c4ccccc4F)CC3)sc21	4%
CCc1ccc(C(=O)c2cn(CC(=O)Nc3cc(C)ccc3C)c3nc(C)ccc3c2=O)cc1	-4%
O=C(Cc1ccc(F)cc1)NCc1ccc2c(c1)CCN2C(=O)c1ccc(F)cc1	4%
CCCCCN1C(C(=O)c2ccccc2)=C(NC(=O)c2ccc(OC)c(OC)c2)c2ccccc2S1(=O)=O	2%
CC(=O)N1c2ccc(S(=O)(=O)N3CCCCCC3)cc2CC1C(=O)NCc1ccccc1F (configuration not stated)	-4%
Cc1cccc(-c2nc(S(=O)(=O)c3ccc(Cl)cc3)c(N3CCCCCC3)o2)c1	0%
Cc1cn2c(=O)cc(COC(=O)c3ccc(NC(=O)COc4ccccc4C)cc3)nc2s1	4%
COc1ccc(OC)c(NC(=O)N2CCC(N3CCN(Cc4ccc(F)cc4)C(=O)C3=O)CC2)c1	-5%

Part of the list above in another layout:
Cc1cc(F)ccc1S(=O)(=O)NCC(c1ccco1)S(=O)(=O)c1cccs1 (configuration not stated)
  FLuc modulator = 1%

COc1ccc(S(=O)(=O)c2nnn(-c3ccc(C)c(Cl)c3)c2C)cc1
  FLuc modulator = -13%

N#Cc1ccccc1NC(=O)C(=O)NCC(c1ccc2c(c1)OCO2)N1CCN(c2ccccc2)CC1 (configuration not stated)
  FLuc modulator = 4%

CC(C)c1ccc(NC(=O)N2CCN(c3ccc(Cl)c(Cl)c3)CC2)cc1
  FLuc modulator = -9%

Gathered by group: those above with a furan ring, fused or not (2)
SMILES	FLuc modulator
COc1ccc(CNC(=O)Cc2c(C)c3c(cc(C)c4c(C)c(C)oc43)oc2=O)cc1OC	6%
Cc1cc(F)ccc1S(=O)(=O)NCC(c1ccco1)S(=O)(=O)c1cccs1 (configuration not stated)	1%

(listing goes on)
SMILES	FLuc modulator
COc1ccc(C2C(=O)N(C3CCCCCC3)CC(=O)N2Cc2ccccc2)cc1 (configuration not stated)	-3%
COc1ccc(CNC(=O)Cn2nnc(-c3ccccc3F)n2)cc1	0%
COc1ccccc1C(=O)Nc1nc2nc(C)cc(=O)n2[nH]1	?
CN(C)c1oc(-c2ccc(COc3ccccc3)o2)nc1C#N	-15%
Cc1cc(NS(=O)(=O)c2ccc(NC(=O)COc3ccccc3Br)cc2)no1	?
COc1cccc(N2CCN(C(=O)c3cccn3-c3nnc(N4CCCC4)s3)CC2)c1	-8%
CCOC(=O)C1CCN(C(=O)C2CCN(C3=NS(=O)(=O)C(c4ccc(C)c(C)c4)=C3C)CC2)CC1	1%
CCOC(=O)c1c(C)[nH]c(C)c1S(=O)(=O)NCC(=O)N1CCN(c2ccccc2F)CC1	-3%
CCOc1ccc(-c2nc(SCC(=O)Nc3ccc(C)c(C)c3)n3[nH]c(=O)cc3n2)cc1	1%
Cc1ccc(NC(=O)Cn2c(=O)n(CCC(=O)NCc3ccc4c(c3)OCO4)c(=O)c3sccc32)c(C)c1	2%
Cc1coc2c(C)c3oc(=O)c(CC(=O)NCCc4ccc(Cl)cc4)c(C)c3cc12	6%
Cc1ccc(C)c(N2CCN(C(=O)c3ccc(Nc4nc5ccccc5n5nnnc45)cc3)CC2)c1	0%
COc1ccc(NC(=O)c2ccc(NC(=O)N3CCSc4ncccc43)cc2)cc1	-11%
Cc1cccc(NC(=O)c2oc3ccc(S(=O)(=O)N4CCC5(CC4)OCCO5)cc3c2C)c1C	-7%
CCN(CC)CCCNC(=O)Cn1ncc2c3ccccc3n(Cc3ccccc3)c2c1=O	-5%
COCCNC(=O)CCC(=O)N1Cc2cccc(OC)c2Oc2ncccc21	1%
Cc1ccc(-n2nc(CO)c(C(=O)NC(C)CCCc3ccccc3)n2)cc1 (configuration not stated)	-6%
CCOc1ccccc1C(=O)Nc1c(NC)c2ccccc2oc1=O	7%
COc1ccccc1CNC(=O)c1cccc(N2CCCS2(=O)=O)c1	-2%
CCOc1ccc(-c2cn3c(n2)sc2cc(C(=O)NCCCN4CCCCC4)ccc23)cc1	-5%
COc1ccc(Cl)cc1NC(=O)CSc1nnc(C)n2c1cc1occc12	-2%
C#CCn1c(C2CC(=O)N(c3ccc(OC)cc3)C2)nc2ccccc21 (configuration not stated)	-6%
CCCSC1=NC2(CCN(C(=O)NC3CCCCC3)CC2)N=C1c1ccc(Cl)cc1	-12%
CCOc1ccc(NC(=O)CCn2cccn2)cc1	-6%
CC(C)N(Cc1ccccc1)C(=O)c1nc(-c2ccc(Cl)cc2)n2c1CCCCC2	-14%
COC(=O)c1c(NC(=O)c2cc(=O)c3cc(C)cc(C)c3o2)sc2c1CCC2	-2%
CC(C)Cn1c(-c2ccccc2Cl)nc2ccccc21	-17%
COc1ccc(CCNC(=O)CCCn2c(=O)c3ccccc3n(Cc3c(C)cc(C)cc3C)c2=O)cc1OC	1%
CCOC(=O)c1cc2c(=O)n3ccccc3nc2n(Cc2ccco2)c1=NC(=O)c1cccc(F)c1	0%
COc1cc2[nH]c(=O)n(CCCCCC(=O)N3CCN(c4cccc(C(F)(F)F)c4)CC3)c(=O)c2cc1OC	-8%
COc1ccc(-c2ccc(-c3noc(-c4cc(OC)cc(OC)c4)n3)c(OC)n2)cc1	3%
C=CCc1c(C)nc2nc(SCC(=O)Nc3ccc(C)c(C)c3)nn2c1C	-5%
CCOC(=O)c1c(C)[nH]c(C)c1S(=O)(=O)N(C)CC(=O)Nc1ccc(C)cc1C	0%
Cc1ccc(N(C)C(CNS(=O)(=O)c2ccccc2)c2ccccc2)cc1 (configuration not stated)	2%
CC1CCN(c2nc3c(S(=O)(=O)c4ccccc4)nnn3c3ccsc23)CC1	-8%
Cc1ccccc1NC(=O)Cn1c(SCC(=O)Nc2ccc(F)cc2)nc2ccccc21	4%
Cc1ccc(C2N3CC4(C)CN2CC(c2ccccc2)(C3)C4=O)cc1 (configuration not stated)	5%
O=C(Nc1ccccc1F)c1nc(SCc2ccc(F)cc2)ncc1Cl	5%
CCc1ccccc1NC(=O)Cn1nnc(C(=O)NCc2ccco2)c1N	2%
CCCNc1nc2c(c(=O)n(C)c(=O)n2C)n1CC(O)COc1ccccc1 (configuration not stated)	0%

Shown with bars between the fields: entries from further up
Structure | FLuc modulator
Cc1ccc(CCNC(=O)c2sc3nc4n(c(=O)c3c2C)CCCC4)cc1 | -8%
CCc1ccc(C(=O)c2cn(CC(=O)Nc3cc(C)ccc3C)c3nc(C)ccc3c2=O)cc1 | -4%
COc1ccc(OC)c(NC(=O)c2cc(C3CC3)nc3c2c(C)nn3-c2ccc(C)cc2)c1 | 2%
Cc1ccc(N(C)C(CNS(=O)(=O)c2ccccc2)c2ccccc2)cc1 (configuration not stated) | 2%

(list continues)
SMILES	FLuc modulator
CCn1c(=O)cc(OCC(=O)N2CCN(c3ccc(C)cc3)C(C)C2)c2ccccc21 (configuration not stated)	-11%
CCOc1ccc(CNC(=O)c2cc3c(=O)oc4ccc(C)cc4c3s2)cc1	0%
COc1cc2ncc3c(-c4ccccc4)nn(-c4ccc(C)cc4)c3c2cc1OC	3%
CCOC(=O)c1sc2cccc(F)c2c1S(=O)(=O)Nc1ccccc1F	?
Cc1ccc(-n2ncc3c(N4CCN(C)CC4)ncnc32)cc1	3µM*
Cc1csc2nc(-c3ccc(NS(=O)(=O)c4cccc(F)c4)cc3)cn12	?
CN(C)C1(CNC(=O)COc2cccc(Cl)c2)CCCCC1	3%
Cc1ccccc1C(=O)Nc1nnc(S(=O)(=O)N2CCc3ccccc32)s1	2%
COC(=O)c1sccc1S(=O)(=O)N(CC(=O)Nc1cc(C)ccc1C)c1ccc(C)c(C)c1	3%
CCN1CCN(c2nc3c(S(=O)(=O)c4ccc(Br)cc4)nnn3c3ccsc23)CC1	4%
CCc1ccc(Nc2nnc(-c3cc4cc(OC)ccc4oc3=O)s2)cc1	-4%
Cn1c(=O)sc2cc(NS(=O)(=O)c3ccc(C(C)(C)C)cc3)ccc21	-3%
Brc1cccc(-c2nnn3c2nc(NCc2ccc4c(c2)OCO4)c2ccccc23)c1	-8%
CCOc1ccc(-c2nn(-c3ccc(F)cc3)c3c2cnc2ccc(F)cc23)cc1	-1%
Cc1ccn2c(Nc3c(C)cccc3C)c(-c3ccsc3)nc2c1	6%
O=C(NC1CC(=O)N(c2ccc(F)cc2)C1)c1ccc(S(=O)(=O)N2CCCCC2)cc1 (configuration not stated)	0%
CCCCN1CC(c2nc3ccccc3n2CCCCOc2cc(C)cc(C)c2)CC1=O (configuration not stated)	-6%
COc1ccc(OC)c(NC(=O)CN(C)S(=O)(=O)c2ccc(C(=O)N3CCOCC3)s2)c1	0%
Cc1ccc(OCC(=O)Nc2ccc(OCc3cc(=O)n4ccsc4n3)cc2)cc1C	3%
COc1ccc(C(c2c(O)cc(C)n(Cc3ccco3)c2=O)N2CCCCC2)cc1OC (configuration not stated)	2%
Cc1ccc2cc3cc(C(=O)N4CCN(c5ccccc5)CC4)sc3nc2c1	-2%
Cc1ccc(CCNC(=O)c2ccc3c(c2)N(Cc2cccc(F)c2)C(=O)c2ccccc2S3)cc1	5%
COc1ccccc1NC(=O)CSCc1cc(=O)c2cccc(Cl)c2[nH]1	2%
O=C(NCC1CCN(Cc2cccc(Cl)c2)CC1)Nc1cc(Cl)ccc1Cl	-5%
CCOc1ccc(-n2nc(CO)c(C(=O)NCCCc3ccccc3)n2)cc1	5.4µM*
CCC1CN(C(=O)Nc2ccccc2C(F)(F)F)c2ccccc2S1 (configuration not stated)	-3%
Cc1ccc(NC(=O)/C=C/c2ccccc2Cl)cc1Cl	?
COC(=O)c1c(SC)nc2ccccc2c1OCc1ccc(Br)cc1	-10%
N#Cc1ccc(C(=O)Nc2ccc(Cl)c(-c3nc4cc(Cl)ccc4o3)c2)c(F)c1	-6%
O=C(COc1ccc(F)cc1)Nc1ccccc1C(=O)OCc1cc(=O)n2nc(C3CC3)sc2n1	4%
Cc1c(Cl)cccc1NC(=O)c1ccc2c(c1)CCN2S(=O)(=O)c1ccccc1	4%
CCOc1ccc(C2CC(=O)Nc3c2c(=O)[nH]c2ncnn32)cc1 (configuration not stated)	-7%
COc1cc(Cl)c(NC(=O)c2cc(S(=O)(=O)N3CCOCC3)cn2C)c(OC)c1	-7%
COc1cc(Cl)c(C)cc1Nc1nnc(-n2nc(C)cc2C)c2ccccc12	1%
O=c1n(Cc2ccccc2)nc2n1-c1cc(Cl)ccc1OC2	-16%
CCCOC(=O)CSc1ncnc2sc3c(c12)CCC(C)C3 (configuration not stated)	8.5µM*
Cc1nc2ccn(Cc3ccco3)c(=O)c2cc1C(=O)Nc1ccc(F)cc1	-1%
CCc1cc(=O)oc2c(C)c3c(cc12)CN(CCc1ccccc1OC)CO3	-1%

Not all compounds are listed; rates above refer to the full screens.
